miR122 inh: blocks miR-122 activity in Huh7 sensor cells; activation (reporter increase), % at 12.5 µM; Huh7 miR-122 Renilla luciferase sensor, 48 h; neutral wells = 0, positive control = 100; 340,000 compounds, 0.3% hits; AID 602342;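 active = mean replicate activation score at least 90 and every replicate individually at or above 90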;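 also: higher luciferase means less miR-122 activity so hits act as miR-122 inhibitors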
Active calls of the source: *.

| miR122 inh | canonical_smiles |
| --- | --- |
| 0 | O=C(NCCO)C1CCN(S(=O)(=O)c2ccc(F)cc2)CC1 |
| 1 | COC(=O)c1sccc1NC(=O)c1ccc(OC)c(OC)c1 |
| -8 | CCCC(c1nnnn1CS(=O)(=O)c1ccc(C)cc1)N1CCN(c2ccc(F)cc2)CC1 (configuration not stated) |
| 18 | COCCNC(=O)C(c1ccco1)N(C(=O)Cn1nnc2ccccc21)c1ccc(C)cc1C (configuration not stated) |
| -5 | Cc1ccnc2c1ccc1c(C)ccnc12 |
| -3 | O=C(COC(=O)CCCN1C(=O)c2ccccc2C1=O)Nc1ncc(Cl)cc1Cl |
| 218* | CCC(=O)Nc1ccc(C(=O)Nc2cccc(C)n2)cc1 |
| -13 | CCCOc1ccccc1Cn1c(=O)oc2ccc(C)cc21 |
| 14 | Cc1n[nH]c(C)c1C(=O)CC1(O)C(=O)N(Cc2ccccc2)c2ccc(Br)cc21 (configuration not stated) |
| -5 | CC1(C)CC(=O)c2cc(C(=O)NCc3ccco3)c(=O)n(-c3ccccc3)c2C1 |
| 0 | CSc1nc(C)cc(/C=C\c2ccccc2)c1C#N |
| 7 | CC(Sc1nnc(-c2cc3ccccc3o2)n1-c1ccccc1)C(=O)O (configuration not stated) |
| 3 | Cc1c(Br)cc(C(=O)NCc2ccco2)c(C)c1C |
| -8 | COc1ccc(Br)cc1-c1nc(C)c(C(C)=O)n1O |
| -4 | CCOC(=O)CCc1c(C)nc2ncnn2c1C |
| -5 | CS(=O)(=O)N(Cc1ccccc1)c1ccccc1C(=O)O |
| -4 | O=C1CSC(=S)N1/N=C/c1ccc(O)c(O)c1O |
| 1 | Nc1ccc2c(c1)C(=O)N(CCCCCC(=O)O)C2 |
| -3 | COc1ccc(-c2cnnc(N/N=C/c3ccc(O)c(OC)c3)n2)cc1 |
| 2 | COc1ccc2c(c1)C(C)=CC(C)(C)N2C(=O)C(C)N1C(=O)c2ccccc2C1=O (configuration not stated) |
| -1 | Nc1nc(SCc2nc3scc(-c4cccs4)c3c(=O)[nH]2)n[nH]1 |
| -4 | N=c1ccccn1CC(O)COc1ccccc1 (configuration not stated) |
| 0 | N#C/C(=C/c1ccccc1)c1nn(CCO)c(N)c1C#N |
| -4 | CC1CCCCC1NC(=O)CN1C(=O)NC(C)(c2ccc(OC(F)F)cc2)C1=O (configuration not stated) |
| 2 | Nc1nnnn1/N=C/c1ccccc1OCc1ccc(Cl)cc1 |
| 15 | O=C(Nn1c(O)c(C=C2N=c3ccccc3=N2)sc1=S)c1ccccc1 |
| -2 | CCOc1ccc(-n2cnnn2)cc1S(=O)(=O)NCCc1ccc(OC)c(OC)c1 |
| 3 | COC(=O)c1nn(-c2cccc(C(F)(F)F)c2)c(=O)cc1Sc1ccccn1 |
| 0 | Cc1cccc(Nc2ncc3c(n2)CC(C)CC3=O)c1 (configuration not stated) |
| 9 | CCN1C(=O)C(NC(C)=O)c2cc(Br)ccc21 (configuration not stated) |
| -1 | CCCOc1ccc(NC(=O)C2CC(=O)N/C(=N/N=C(C)/C=C/c3ccc(N(C)C)cc3)S2)cc1 (configuration not stated) |
| -1 | CC(C)(C)C(=O)Nc1c2c(nc3c1CCC3)CCCC2 |
| -7 | Cn1c(=O)c2c(nc(N3CCN(Cc4ccccc4)CC3)n2CCCc2ccccc2)n(C)c1=O |
| -1 | O=C(O)[C@H]1CCCC[C@H]1C(=O)NCCc1ccccc1 |
| -5 | CCc1nc(SCC(=O)c2ccc3c(c2)OCCO3)c2ccccc2n1 |
| 1 | Cc1ccc(S(=O)(=O)NC(=NCC(=O)O)c2ccccc2)cc1 |
| -41 | O=C(N/N=C/c1sc2ccccc2c1O)c1ccccc1 |
| 8 | CSc1nnc(-c2nnc(SC)n2-c2ccccc2)n1-c1ccccc1 |
| -15 | COC(=O)CN1C(=O)S/C(=C/c2cc(C)n(C)c2C)C1=O |
| 12 | O=C(Cc1cn(Cc2cccc(Cl)c2)c2ccccc12)N1CCCC1 |
| 2 | COc1cccc(-c2cc(C(=O)NCCCn3ccnc3)no2)c1 |
| 1 | O=C(NCc1ccc(Cl)cc1Cl)C(=O)N1CCCCC1 |
| -2 | Cc1cccc(N=Cc2cc3c(cc2[N+](=O)[O-])OCO3)c1 |
| -4 | Cc1cc(C)c(NC(=O)CC(C)(C)C)c(Cl)c1 |
| 0 | CN(CC(=O)O)S(=O)(=O)c1cccs1 |
| -11 | Cc1ccc(NC(=O)CCN2CCN(C/C=C/c3ccccc3)CC2)cc1C |
| -8 | COCCn1c(=N)c(C(=O)NCCc2ccc(OC)cc2)cc2c(=O)n3cccc(C)c3nc21 |
| 3 | CCOC(=O)c1cnc2c(ccc3ccccc32)c1NCCO |
| 1 | COc1ccc(CC(=O)OCC(=O)Nc2ncc(Cl)cc2Cl)cc1 |
| 20 | COc1cccc(C2=CC(c3cccs3)n3nnnc3N2)c1 (configuration not stated) |
| -6 | CCN1CCN(c2nc3c(c(=O)n(C)c(=O)n3C)n2CCSc2nccc(C)n2)CC1 |
| 2 | Cc1cc(NC(=O)COC(=O)C2CCN(S(=O)(=O)c3ccc(Cl)cc3)CC2)no1 |
| -2 | CNC(=S)N1CCN(c2ccc(OC)cc2)CC1 |
| -3 | O=C(O)CC1S/C(=N/N=C2CCCCC2)N(c2ccccc2)C1=O (configuration not stated) |
| 2 | CC1CCCCC1NC(=O)CSc1nnnn1-c1ccccc1 (configuration not stated) |
| 6 | Cn1cccc1Cc1nnc(SCC(=O)NCc2ccc3c(c2)OCO3)n1CCc1ccccc1 |
| 6 | COc1ccc(Cn2c(C3CC3)nc3ccc(NC(=O)c4cccnc4)cc3c2=O)cc1 |
| 5 | NC(=O)c1c(NC(=O)CSc2nnc(Cc3ccccc3)n2Cc2ccco2)sc2c1CCC2 |
| 1 | O=[N+]([O-])c1ccc(Sc2n[nH]c(-c3ccc(Cl)cc3Cl)n2)nc1 |
| 5 | Cc1noc(C)c1COc1ccc(C(=O)OCC(=O)N2CC(=O)Nc3ccccc32)cc1 |

New compounds follow.
| miR122 inh | canonical_smiles |
| --- | --- |
| -1 | CN1CCN(S(=O)(=O)c2cccc(S(=O)(=O)c3ccc(Cl)c(Cl)c3)c2)CC1 |
| -2 | C=CCn1c(COc2ccccc2)nnc1SC(C)C(=O)N/N=C/c1cc(Cl)ccc1O (configuration not stated) |
| -2 | Cc1nc(NC(=O)/C=C/c2ccccc2)sc1C(=O)N(C)C |
| -5 | CC(=O)c1cn(CC(=O)NCC2CCCO2)c2ccccc12 (configuration not stated) |
| -11 | COc1ccc(N2CC(C(=O)OCC(=O)c3cccc(OC)c3)CC2=O)cc1 (configuration not stated) |
| 5 | COC(=O)c1sccc1NC(=O)CN(C)NS(=O)(=O)c1ccc(F)cc1 |
| -3 | Cc1ccc(C(CC(=O)N2CCOCC2)c2ccco2)cc1 (configuration not stated) |
| -2 | CCOc1ccc(NC(=O)CN(C)S(=O)(=O)c2cccs2)cc1 |
| -8 | CN=c1sc(C(=O)Nc2cccc(Cl)c2)cc(=O)n1C |
| -7 | Cc1ccc(CN(CC(=O)N/N=C/c2ccco2)S(=O)(=O)c2ccc(C)cc2)cc1 |
| -6 | Cn1c(=O)[nH]c(=O)c2c1nc(Br)n2Cc1ccccc1F |
| -2 | CCCCCn1c(CN2CCN(C(=O)OCC)CC2)nc2c1c(=O)[nH]c(=O)n2C |
| -8 | Cc1onc(-c2ccccc2)c1C(=O)Nc1ccc(N2CCOCC2)cc1 |
| 6 | CC1(C)SC2c3ccccc3C(=O)N2[C@@H]1C(=O)NCc1ccco1 (some centres not stated) |
| 1 | COC(=O)CSc1nc(N2CCOCC2)c2c(c1C#N)CC(C)(C)N(C)C2 |
| -5 | O=C(CNC(=O)c1ccc(-c2ccccc2)cc1)OCc1ccc(Cl)cc1 |
| 42 | Cc1[nH]c2ccccc2c1/C=N/Nc1nc(Nc2ccccc2)nc(N2CCOCC2)n1 |
| 9 | O=C(CSc1nc2cccnc2n1Cc1ccccc1)NCc1ccco1 |
| -5 | Nc1ncnc2c1ncn2CCOc1ccccc1 |
| 0 | O=C(N[C@@H]1C/C=C\C[C@@H](CC(=O)N(CCO)Cc2ccccc2)C(=O)NCCOC1=O)OCC1c2ccccc2-c2ccccc21 |
| 1 | Cc1ccc(O)c(C(=O)c2cc(C#N)c(=O)n(CC3CCCO3)c2)c1 (configuration not stated) |
| -16 | CC1=C(C(N)=O)C(c2ccccn2)n2nc(SCc3ccccc3)nc2N1 (configuration not stated) |
| 5 | Cc1ccc2[nH]cc(C(=O)CN3CCN(C)CC3)c2c1 |
| 5 | COc1ccc2c(c1OC)C(=O)OC2c1c(O)nc(SC)n(-c2ccccc2)c1=O (configuration not stated) |
| -3 | Cc1ccccc1N(CC(=O)N/N=C/c1cc(C)n(-c2ccccc2C)c1C)S(C)(=O)=O |
| 1 | Nc1nc(-c2ccccc2)nn1C(=O)Cc1ccccc1 |
| 1 | CC(C)c1ccc(NC2(C#N)C(=O)Nc3ccccc32)cc1 (configuration not stated) |
| 6 | CCCc1cc(=O)[nH]c(SCC(=O)N(CC(C)C)C2CCS(=O)(=O)C2)n1 (configuration not stated) |
| -1 | CCOc1nc(Nc2ccc([N+](=O)[O-])cc2)nc(NC(C)(C)C)n1 |
| 1 | COc1ccc(Cl)cc1C(=O)NNC(=O)c1cccnc1 |
| 1 | COC(=O)c1ccccc1NC(=S)N(Cc1ccc2c(c1)OCO2)Cc1cc2cc(OC)ccc2[nH]c1=O |
| 3 | C=CCN1CCN(C(c2cc(OC)ccc2OC)c2nnnn2CC2CCCO2)CC1 (configuration not stated) |
| 7 | C=CCn1c(Cc2ccc(OC)cc2)nnc1SCC(=O)NCCc1ccccc1 |
| -5 | CCOC(=O)/C=C1\SCC(=O)N1CCOc1cccc(Br)c1 |
| -1 | CN1CCN(CCCNC(=O)CCCOc2cc(=O)n(C)c3ccccc23)CC1 |
| 0 | CCOc1cc(C(=O)NCCN2CCOCC2)cc(OCC)c1OCC |
| 1 | Cc1ccccc1NC(=O)CN1CCC(n2nnc3ccccc32)CC1 |
| -1 | O=C(CN1CCN(S(=O)(=O)c2ccc(Cl)cc2)CC1)NC(=O)NC1CCCCC1 |
| 3 | Cc1noc(C)c1CSc1nnc(C)c(=O)[nH]1 |
| -3 | Cc1ccc(S(=O)(=O)N2CCN(C3CCN(Cc4ccccc4)CC3)CC2)cc1 |
| -1 | O=C(CSc1ncccn1)NCc1ccccc1 |
| 7 | Clc1cccc(NCc2nnc(SCc3ccccc3Cl)o2)c1 |
| -6 | CC1(C)OC(C(N)=O)C(C(N)=O)O1 (configuration not stated) |
| -1 | Cc1nc2sc(C(c3cccc(F)c3)N3CCC(O)CC3)c(O)n2n1 (configuration not stated) |
| -7 | Cc1cc(C)c(C#N)c(SCc2ccc(C#N)cc2)n1 |
| 0 | COc1cccc(-c2csc(N3CCN(C(=O)C4CCCCC4)CC3)n2)c1 |
| -12 | CC(=O)c1cn(CC(=O)Nc2ccc(C)cc2C)c2ccccc12 |
| -9 | CCCCn1c(Cc2ccccc2)nnc1SCC(=O)Nc1cc(C)on1 |

Molecules from the list above that contain an aryl thioether with sulfur outside any ring (23):
| miR122 inh | canonical_smiles |
| --- | --- |
| 0 | CSc1nc(C)cc(/C=C\c2ccccc2)c1C#N |
| 7 | CC(Sc1nnc(-c2cc3ccccc3o2)n1-c1ccccc1)C(=O)O (configuration not stated) |
| -1 | Nc1nc(SCc2nc3scc(-c4cccs4)c3c(=O)[nH]2)n[nH]1 |
| 3 | COC(=O)c1nn(-c2cccc(C(F)(F)F)c2)c(=O)cc1Sc1ccccn1 |
| -5 | CCc1nc(SCC(=O)c2ccc3c(c2)OCCO3)c2ccccc2n1 |
| 8 | CSc1nnc(-c2nnc(SC)n2-c2ccccc2)n1-c1ccccc1 |
| -6 | CCN1CCN(c2nc3c(c(=O)n(C)c(=O)n3C)n2CCSc2nccc(C)n2)CC1 |
| 2 | CC1CCCCC1NC(=O)CSc1nnnn1-c1ccccc1 (configuration not stated) |
| 6 | Cn1cccc1Cc1nnc(SCC(=O)NCc2ccc3c(c2)OCO3)n1CCc1ccccc1 |
| 5 | NC(=O)c1c(NC(=O)CSc2nnc(Cc3ccccc3)n2Cc2ccco2)sc2c1CCC2 |
| 1 | O=[N+]([O-])c1ccc(Sc2n[nH]c(-c3ccc(Cl)cc3Cl)n2)nc1 |
| -2 | C=CCn1c(COc2ccccc2)nnc1SC(C)C(=O)N/N=C/c1cc(Cl)ccc1O (configuration not stated) |
| 1 | COC(=O)CSc1nc(N2CCOCC2)c2c(c1C#N)CC(C)(C)N(C)C2 |
| 9 | O=C(CSc1nc2cccnc2n1Cc1ccccc1)NCc1ccco1 |
| -16 | CC1=C(C(N)=O)C(c2ccccn2)n2nc(SCc3ccccc3)nc2N1 (configuration not stated) |
| 5 | COc1ccc2c(c1OC)C(=O)OC2c1c(O)nc(SC)n(-c2ccccc2)c1=O (configuration not stated) |
| 6 | CCCc1cc(=O)[nH]c(SCC(=O)N(CC(C)C)C2CCS(=O)(=O)C2)n1 (configuration not stated) |
| 7 | C=CCn1c(Cc2ccc(OC)cc2)nnc1SCC(=O)NCCc1ccccc1 |
| 3 | Cc1noc(C)c1CSc1nnc(C)c(=O)[nH]1 |
| -1 | O=C(CSc1ncccn1)NCc1ccccc1 |
| 7 | Clc1cccc(NCc2nnc(SCc3ccccc3Cl)o2)c1 |
| -7 | Cc1cc(C)c(C#N)c(SCc2ccc(C#N)cc2)n1 |
| -9 | CCCCn1c(Cc2ccccc2)nnc1SCC(=O)Nc1cc(C)on1 |

An excerpt; count on the stated rates, not on these rows.
